High-throughput results: PubChem, several laboratories
ABCB6 inh MLPCN – human ABCB6 transporter inhibition; Q9NP58; K562-ABCB6 porphyrin accumulation, flow cytometry, 1 h; active compounds read low; fluorescence ratio to DMSO, % at 10 µM; 0.19% of 360,000 active; AID 602162;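 active = fluorescence ratio to DMSO below 75%, the collection mean minus 3 SD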;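 note: signal is porphyrin accumulated inside mitochondria; 100% equals median channel fluorescence of DMSO control wells; lower ratio means ABCB6 inhibition with less porphyrin fluorescence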
ABHD5 PLIN5 PPI – blocks binding of human ABHD5 to perilipin-5; inhibition, % at 4 µM; Q00G26+Q8WTS1; 0.78% of 360,000 active; Split G. princeps luciferase complementation, luminescence, 4 h; AID 602281;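 active = inhibition above the mean inhibition across every tested compound plus 3 SD, cut at about 22% in these data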;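 note: 0% = DMSO only wells and the 100% control is not disclosed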
N-glyco inh – blocks N-linked glycosylation in D54 reporter cells | D54 ERlucT glycosylation luciferase reporter, 24 h; percent of 100 nM tunicamycin response | reporter increase, % at 12.5 µM | 0.23% of 360,000 active;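 active = mean luciferase reporter signal, scaled so untreated is 0 and the glycosylation-blocking control 100, at or above a set limit in every replicate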;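 note: luciferase carries N-glycosylation sites so blocking glycosylation raises the light; 0% = median of neutral control wells and 100% = median of 100 nM tunicamycin wells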
NOD2-RIPK2 inh – NOD2-RIPK2 protein interaction inhibition | O43353 | CHO BLA complementation NOD2-RIPK2, CCF4 ratio | inhibition, % at 4.98 µM | 0.38% of 360,000 active; in the data active = inhibition above about 21%;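 note: 0% = vehicle only and 100% = reference blocker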
Cardio protect – modulators protecting cardiomyocytes from myocardial damage; protection from H2O2 cell death, % at 20 µM; H9c2 cardiomyocytes, H2O2 injury protection, ATPLite, 2 h; 0.63% of 360,000 active;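 active = compounds giving at least 50% protection of heart cells from peroxide-induced death in the single-dose screen, raw or plate-pattern-corrected value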;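 note: 0% = DMSO wells with peroxide and 100% = DMSO wells without peroxide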
MC4R antag cAMP – blocks human MC4R cAMP signaling | P32245 | MC4R-expressing cells, MTII-stimulated cAMP, LANCE TR-FRET | inhibition, % at 6.5 µM | 0.48% of 360,000 active | AID 540295;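 active = inhibition above its plate's cutoff, the mean of tested wells on that plate plus 3 SD, cut at about 29% in these data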;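 note: 0% = Melanotan II alone and 100% = Melanotan II plus saturating MCL0020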
Target sequence (P32245 whole entry, looked up): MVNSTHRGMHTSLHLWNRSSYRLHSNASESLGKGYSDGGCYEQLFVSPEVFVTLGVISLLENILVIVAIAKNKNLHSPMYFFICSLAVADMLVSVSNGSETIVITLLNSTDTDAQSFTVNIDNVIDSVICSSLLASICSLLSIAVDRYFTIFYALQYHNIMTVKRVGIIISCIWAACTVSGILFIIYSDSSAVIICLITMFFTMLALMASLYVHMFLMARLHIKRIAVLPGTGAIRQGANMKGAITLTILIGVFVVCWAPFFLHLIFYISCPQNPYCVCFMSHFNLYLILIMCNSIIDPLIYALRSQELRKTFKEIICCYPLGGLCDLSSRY
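Assay system: human MC4R-expressing U2OS cells; reagent: Melanotan II stimulation of cells; dosing: 6.5 µM single dose; timing: compound 30 min, challenge 1 h, detection 1 h; signal: TR-FRET cAMP assay; replicates: one well per compound, no replicates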
MC4R ag barr – activates human MC4R beta-arrestin recruitment; activation, % at 8.9 µM; 0.98% of 360,000 active; U2OS MC4R beta-arrestin complementation, luminescence; percent of melanotan II response, DMSO zero; P32245;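 active = activation above a per-plate cutoff, the mean activation of sample wells on that plate plus 3 SD, cut at about 8% in these data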
SRC2 inh – inhibits human steroid receptor coactivator 2 | Q15596 | HEK293 GAL4-SRC2 luciferase reporter, luminescence | inhibition, % at 9 µM | 0.17% of 370,000 active;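 active = inhibition above the mean inhibition of all tested compounds plus 3 SD, set per campaign, cut at about 52% in these data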;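 note: 0% = DMSO treated cells and 100% = cells given Gossypol at 36 µM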
m5-HT2A agonist – mouse HTR2A agonism via beta-arrestin recruitment | CHO-K1 mHTR2A beta-arrestin complementation, luminescence; percent of 30 µM serotonin response | activation, % at 7.6 µM | 0.66% of 360,000 active | AID 624169;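 active = activation above a run cutoff, the mean activation of all tested compounds plus 3 SD, cut at about 14% in these data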;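 note: 0% = plate median of compound wells and 100% = 30 µM serotonin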
Target sequence (P35363 whole entry, looked up): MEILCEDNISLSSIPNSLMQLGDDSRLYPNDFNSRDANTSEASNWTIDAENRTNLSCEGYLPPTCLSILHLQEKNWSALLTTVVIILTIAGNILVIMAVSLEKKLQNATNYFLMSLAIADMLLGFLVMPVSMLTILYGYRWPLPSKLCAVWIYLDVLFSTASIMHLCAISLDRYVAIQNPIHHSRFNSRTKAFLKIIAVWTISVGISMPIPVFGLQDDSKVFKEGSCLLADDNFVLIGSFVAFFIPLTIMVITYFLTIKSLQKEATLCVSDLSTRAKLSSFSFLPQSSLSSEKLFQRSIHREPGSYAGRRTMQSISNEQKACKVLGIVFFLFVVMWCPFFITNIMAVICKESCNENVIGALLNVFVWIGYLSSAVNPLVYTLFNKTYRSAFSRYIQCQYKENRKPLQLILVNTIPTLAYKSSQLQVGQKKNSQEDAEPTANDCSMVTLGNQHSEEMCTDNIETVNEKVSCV
TLR9-MyD88 block – blocks human TLR9 binding to MyD88. Q9NR96+Q99836. CHO BLA complementation TLR9-MyD88, CCF4 FRET ratio. inhibition, % at 4.98 µM. 0.21% of 340,000 active;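 active = inhibition above the mean over all tested compounds plus 3 SD, cut at about 21% in these data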;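 note: 0% = DMSO only wells and 100% = clavulanate BLA inhibitor control wells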
The depositor's hits bear a star; x = no result given. An excerpt (hit frequency here may not be typical).

Below each SMILES – ABCB6 inh MLPCN	ABHD5 PLIN5 PPI	N-glyco inh	NOD2-RIPK2 inh	Cardio protect	MC4R antag cAMP	MC4R ag barr	SRC2 inh	m5-HT2A agonist	TLR9-MyD88 block
O=C(CSc1nnc(Nc2ccccc2)s1)NCCN1C(=O)CSC1=O
  103	-2	3	-39	7	-5	0.9	-5	0	-1
CC(=O)Nc1ccc(Br)c(Cl)c1
  90	0	-1	-3	-2	4	1.1	-5	-3	5
Cc1ccc(S(=O)(=O)NCC(c2ccccc2)N2CCN(CCC#N)CC2)cc1 (stereo not given)
  104	6	-1	5	-7	4	0.0	-19	-7	-9
CC12CCC(C(=O)N(NC(=O)c3ccccc3Cl)C1=O)C2(C)C (stereo not given)
  99	-6	-1	-10	-1	-3	-2.8	-7	9	-6
CCN(CC)S(=O)(=O)c1ccc(S(=O)(=O)Nc2c(C)nn(C)c2C)cc1
  93	3	-1	-2	-25	2	1.1	25	-1	-1
CCCCOC(=O)Cn1c(=O)c2c(nc3n2CCCCN3c2ccc(C)cc2)n(C)c1=O
  96	1	-2	2	5	6	-0.7	-23	-3	1
CC(=O)N1CCN(C(=O)c2cccc(S(=O)(=O)Nc3ccc(C)cc3)c2)CC1
  100	-2	1	-6	4	9	-1.2	1	4	4
CC(C)(C)NCc1ccc(OCc2cccs2)cc1
  101	1	2	-9	0	-1	-0.9	13	0	-3
Cc1occc1C(=O)NC1CCCCCC1
  95	1	-2	-4	6	-4	3.1	-7	7	-12
CCOC(=O)C1=CCC(c2ccc(CC)cc2)N(S(=O)(=O)c2ccc(C)cc2)C1 (stereo not given)
  94	-4	-1	-17	-6	x	x	2	-7	x
COc1ccc(-c2nnc(SCCOc3cccc(C)c3)n2N)cc1
  100	5	11	-32	-4	2	0.2	-15	-5	5
COc1ccc(OC)c(NC(=O)Nc2ccc3[nH]ccc3c2)c1
  96	5	0	-10	-4	0	1.3	-32	0	x
COc1ccc(Nc2cc(C)nc3ccc(C)cc23)cc1
  76	4	2	4	-15	6	1.9	2	-2	-17
CCOC(=O)N1CCN(c2c(NCCCN(C)c3ccccc3)c(=O)c2=O)CC1
  92	7	0	-8	8	11	-0.6	11	3	3
COc1ccc(C(=O)N2CCN(CCc3ccccn3)CC2)cc1
  105	13	0	-12	0	6	-0.1	3	-10	4
Cc1cc(C)n(-c2cccc(Cl)c2)c(=O)c1C#N
  98	2	0	2	7	8	-0.5	6	-1	-5
COc1cccc(-n2c(SC)nnc2-c2c[nH]c3ccccc23)c1
  94	-5	-3	3	-10	-7	0.3	9	3	-2
COc1ccc(CCNC(=O)CSc2nc(N)c(C#N)c(-c3cccs3)c2C#N)cc1OC
  90	-13	1	3	2	8	-1.1	17	0	2
CC1CN(C(=O)CCNC(=O)c2ccc(Br)cc2)CC(C)O1 (stereo not given)
  100	9	3	-11	-1	12	-2.9	6	6	-7
Cc1ccc(NC(=O)CN(C)C(=O)COC(=O)/C=C/c2cccs2)cc1
  96	14	-1	-14	-6	1	-3.7	-17	3	6
O=C(COc1ccc(Br)cc1Br)NC1CCCC1
  103	-3	-2	-9	-14	-4	2.7	17	5	-7
COc1ccc(CC(=O)OCC(=O)NC2CCCCC2)cc1OC
  103	-5	1	-11	4	1	-2.1	-13	20*	6
N#CC12C(N)=NC3(OCCO3)C1(C#N)C1=C(CCC1)NC2c1ccccc1 (stereo not given)
  104	-5	1	-6	14	-3	-1.6	-12	0	-5
Brc1cc2c(cc1CSc1ncccn1)OCO2
  95	1	0	-6	-6	0	1.8	4	2	-3
Cc1cccc(OCC(=O)OCC(=O)c2c(N)n(C)c(=O)n(C)c2=O)c1
  91	2	1	-10	-2	1	-1.2	18	-2	3
CCC1CN(C(=O)Nc2ccc(C)cc2)c2cc(C)ccc2O1 (stereo not given)
  95	-8	-2	-1	5	23	11*	6	-2	-1
O=C(O)Cn1c(CCS(=O)(=O)c2ccc(Br)cc2)nc2ccccc21
  101	-2	0	-7	-3	3	-1.8	-5	-4	2
Cn1c2ccccc2c2ncn(CCCN3CCOCC3)c(=O)c21
  104	6	-1	5	0	14	-2.9	-45	-1	-8
CC(C)CC1C(=O)N(Cc2cn(Cc3ccco3)nn2)CCS(=O)(=O)N1Cc1ccc(-c2ccc(Cl)c(Cl)c2)cc1 (stereo not given)
  100	20	-4	2	-18	14	4.0	23	-4	-10
Cc1cc(C)c(NC(=O)CSc2nc3ncc(Br)cc3[nH]2)c(Cl)c1
  103	8	2	-11	-2	-6	0.5	-11	2	3
N#Cc1nc(COc2ccccc2)oc1N1CCCCC1
  91	-2	-3	4	-2	-4	-1.0	-12	-8	-5
Cc1cccc2cc(-c3nc4ccc(C(=O)O)cc4[nH]3)c(=O)oc12
  95	-2	-16	-13	-18	-11	-0.3	x	4	-5
O=C(CCCOc1ccc(Cl)cc1Cl)NCCc1nnc2ccccn12
  104	-3	2	2	2	1	-1.6	3	-7	4
O=S(=O)(Cc1cc(NCc2ccccc2)nc(-c2ccccn2)n1)c1ccccc1
  101	1	-2	-12	-1	8	4.2	-23	1	9
Fc1cccc2sc(Nc3nnc(-c4ccccc4)o3)nc12
  100	-7	2	-3	-29	-2	-2.4	-32	2	4
O=C(O)CCCC(=O)NS(=O)(=O)c1ccc(Cl)cc1
  94	2	-1	3	-1	-11	1.9	-2	2	-9
COc1ccc(OC)c2c(N3CC(C)OC(C)C3)cc(C(F)(F)F)nc12 (stereo not given)
  101	-7	-1	-12	1	16	0.4	5	1	0
COc1cc(C(=O)O/N=C(\N)c2cccc([N+](=O)[O-])c2)cc(OC)c1OC
  106	-3	7	3	6	3	0.9	-6	-1	-8
CCN(CC)c1ccc(S(=O)(=O)N(CC)CC)cc1NC(=O)c1cccnc1
  93	-3	3	5	2	15	-2.3	3	0	-6
CC(=O)NC(c1ccccc1)c1cccnc1 (stereo not given)
  88	3	1	5	5	-4	-0.6	26	3	-3
O=C1C2C3c4ccccc4C(c4ccccc43)C2C(=O)N1c1cccnc1 (stereo not given)
  94	2	0	0	4	5	-0.6	-6	-1	0
COCCn1c(=S)[nH]c2cc(OC)c(OC)cc2c1=O
  102	-2	4	6	10	-1	1.2	0	2	9
COCCN(C(=O)CSc1nc2ccccc2s1)c1c(N)n(Cc2ccccc2)c(=O)[nH]c1=O
  106	-10	-2	-2	4	3	-1.6	-36	0	-1
Cc1ccc(NC(=O)Cn2ncc3ccccc32)c(Cl)c1
  101	-1	0	8	1	12	3.1	-10	-1	4
O=C(NC1CC1)c1sccc1-n1cccc1
  92	-2	2	-2	-2	8	-1.7	0	-1	-3
CCn1c(=O)n(CC)c2cc(NS(=O)(=O)c3ccccc3)ccc21
  95	-2	8	4	-8	7	-3.9	6	-4	-4
Cc1ccc(S(=O)(=O)Nc2ccc3c(c2)nc2n3CCN(Cc3ccccc3)C2)cc1
  99	6	-2	4	-10	-1	-0.6	5	-1	6
O=C(O)CC1(CC(=O)NCc2ccncc2)CCCCC1
  97	-4	1	-7	4	5	-0.9	5	-3	5
COC(=O)c1ccc(NC(=O)COC(=O)COc2cccc3c2OC(C)(C)C3)cc1
  90	1	1	-5	9	10	-1.6	-13	4	10
Cc1cc(NC(=O)Cn2nc(-c3cccs3)ccc2=O)cc(C)c1Br
  81	0	-3	-13	-5	-14	-2.2	-1	-2	-7

(more compounds)
Below each SMILES – ABCB6 inh MLPCN	ABHD5 PLIN5 PPI	N-glyco inh	NOD2-RIPK2 inh	Cardio protect	MC4R antag cAMP	MC4R ag barr	SRC2 inh	m5-HT2A agonist	TLR9-MyD88 block
CCCc1cc2c(=O)c(-c3ccccn3)c(C)oc2cc1O
  100	-2	1	-5	4	6	-0.6	-45	-4	-7
O=C(O)Cc1coc2ccc3ccccc3c12
  100	0	6	-11	-2	3	-3.3	14	0	1
CCOc1ccc(NC(=O)C2CC(=O)N(C(C)C)C2)cc1 (stereo not given)
  152	-2	1	5	0	-3	-1.2	-1	3	11
CCc1nccn1Cc1cc(C=O)ccc1OC
  96	2	-3	-6	-3	3	-1.4	8	-2	-5
O=S(=O)(NCC1CCCO1)c1cc(Br)c(Br)s1 (stereo not given)
  100	-5	0	3	-15	6	-2.5	3	-1	-9
CC12CCC(=O)N1C(C(=O)NCCc1ccccc1)CS2 (stereo not given)
  96	-2	0	-1	-1	7	-1.0	-73	0	1
Cc1sc2nc(SCC(=O)NCCO)n(-c3ccccc3)c(=O)c2c1C
  94	-1	0	-9	5	1	-3.0	-6	-5	-9
O=C(NCCN1CCOCC1)c1ccc2c(c1)ncn2C1CCCCC1
  x	2	0	-3	3	2	-0.7	2	4	-3
COc1ccc([N+](=O)[O-])cc1NC(=O)c1cn(-c2ccc(Cl)cc2)c(=O)c2ccccc12
  95	-6	-3	0	1	1	-1.6	5	-3	-1
O=C(COC(=O)c1ccc(O)cc1O)c1ccc(Cl)cc1
  92	-16	-3	-4	-7	-7	-2.2	-21	-5	5
O=C1CC(c2ccc(Cl)c([N+](=O)[O-])c2)c2ccc3ccccc3c2N1 (stereo not given)
  94	1	-9	-3	-5	-4	-1.8	0	-1	4
CN1CCN(c2ccc(NC(=O)c3ccc(C(F)(F)F)cc3)cn2)CC1
  97	8	-3	-19	2	-3	-1.2	-2	-4	7
COc1cccc(NC(=S)N(CCc2nc3cc(C)c(C)cc3[nH]2)Cc2cccnc2)c1
  103	-15	-5	-6	1	23	-1.3	10	-5	-5
CCOC(=O)C1=C[C@@H](c2ccccc2)N(S(=O)(=O)c2ccc(C)cc2)[C@H]1c1ccccc1Cl
  99	3	-6	-8	-1	x	x	12	-5	x
COc1ccc(OC)c(S(=O)(=O)NC(=O)C2(C)CCN2C(=O)Cc2ccc(Cl)cc2Cl)c1 (stereo not given)
  95	6	0	-3	12	5	0.1	-8	-1	x
COc1cc(C2c3c(oc4ccccc4c3=O)C(=O)N2Cc2ccco2)ccc1O (stereo not given)
  96	6	1	-3	6	-16	2.5	-9	11	1
Nc1ccc(-c2nc3cc(N)ccc3s2)cc1
  98	0	-11	6	-22	6	-2.7	-76	8	13
Cc1cccc(NC(=O)COC(=O)[C@@H]2CCCN2C(=O)c2cccs2)c1
  95	-3	2	7	-2	-3	-1.6	11	-4	0
CCc1ccc(CN2CCC(n3nccc3NC(=O)c3cccc(F)c3)CC2)cc1
  93	5	x	6	-9	3	-3.1	-10	-5	-5
O=C(NNC(=O)c1ccc(-n2cncn2)c([N+](=O)[O-])c1)c1ccccc1
  100	-1	1	-2	1	17	-5.7	-9	3	-4
Cc1ccc(N2C(=O)c3ccccc3C2C(=O)c2ccc(C)c(C)c2O)cc1 (stereo not given)
  96	1	-5	6	-4	12	-3.3	-15	5	11
